# Screens deposited in PubChem BioAssay by several laboratories.
# Bcl-xL primary: inhibitors of human Bcl-xL. Q07817. inhibition, % at 10.9 µM. AID 2129. GST-Bcl-xL / FITC-Bim BH3 peptide fluorescence polarization. 320,000 tested, 0.7% active;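 active = inhibition above the mean of all tested compounds plus 3 SD, cutoff set per campaign, cut at about 30% in these data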;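 also: 0% = DMSO wells and 100% = unlabeled Bim-BH3 peptide competitor; inhibitors lower millipolarization by displacing the labeled peptide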
# Target sequence (Q07817 whole entry, looked up): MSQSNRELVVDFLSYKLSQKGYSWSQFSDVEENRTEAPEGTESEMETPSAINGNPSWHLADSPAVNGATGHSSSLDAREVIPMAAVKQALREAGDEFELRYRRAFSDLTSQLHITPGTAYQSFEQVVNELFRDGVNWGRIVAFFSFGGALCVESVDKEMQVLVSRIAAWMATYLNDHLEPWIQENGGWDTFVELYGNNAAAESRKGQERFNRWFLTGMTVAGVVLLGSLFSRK
# Yeast superoxide: lowers age-related superoxide in aged yeast cells | 330,000 tested, 0.18% active | S. cerevisiae aged cells, superoxide DHE fluorescence; hits give low values | superoxide response (% of plate mean), % at 10 µM | AID 2690;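 active = superoxide response under a set limit, about three screen SD below normal, cut at about 65% in these data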;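 also: yeast aged for seven days with compound at 30 °C before DHE staining; 100% = average MFI of all compound-treated wells on the plate with controls excluded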
# MCL1 BIM primary: MCL1-BIM-BH3 interaction inhibition (human). inhibition, % at 10.9 µM. Q07820. GST-MCL1 / FITC-Bim-BH3 fluorescence polarization. 320,000 tested, 0.68% active;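 active = inhibition above the mean inhibition of all tested compounds plus 3 SD, set per campaign, cut at about 40% in these data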;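 also: 0% = DMSO wells and 100% = unlabeled Bim-BH3 peptide control; higher means more loss of mP so more displacement of Bim peptide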
# Target sequence (Q07820 whole entry, looked up): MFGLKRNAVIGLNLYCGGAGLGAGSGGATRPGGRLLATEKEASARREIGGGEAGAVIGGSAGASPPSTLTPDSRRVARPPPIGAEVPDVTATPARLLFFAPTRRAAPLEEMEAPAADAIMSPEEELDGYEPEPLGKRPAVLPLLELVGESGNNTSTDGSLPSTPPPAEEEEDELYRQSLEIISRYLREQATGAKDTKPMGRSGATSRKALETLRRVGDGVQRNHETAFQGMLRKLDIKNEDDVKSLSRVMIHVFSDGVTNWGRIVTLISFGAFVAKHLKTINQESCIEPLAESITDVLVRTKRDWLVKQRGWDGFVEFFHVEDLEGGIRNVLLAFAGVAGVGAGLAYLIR
# AGP1 TOR yeast: yeast TOR pathway AGP1-GFP modulation. S. cerevisiae AGP1-GFP multiplex flow cytometry, 3 h; GFP as percent of DMSO wells. AID 2066. GFP response vs DMSO, % at 10 µM. 320,000 tested, 0.02% active;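 active = GFP response relative to DMSO above a set limit, near screen average plus 3 SD, cut at about 150% in these data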;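 also: median GFP channel fluorescence of the gated AGP1 strain per well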
# VLA-4 inh: inhibition in a human VLA-4 binding assay | P13612 | AID 2557 | VLA-4 expressing cells, ligand binding flow cytometry | inhibition, % (about 7 µM as worked out from the volumes in the protocol) | 330,000 tested, 0.2% active; in the data active = inhibition above about 50%
# GLD-1 RNA inh: GLD-1-TGE RNA interaction inhibition (C. elegans) | 320,000 tested, 0.44% active | purified GLD-1 + fluorescein TGE RNA, fluorescence polarization | Q17339 | inhibition, % at 5.96 µM;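 active = percent inhibition above a per-plate cutoff, the plate mean of test compounds plus 3 SD, cut at about 30% in these data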;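 also: 0% = DMSO wells with GLD-1 and probe and 100% = wells lacking GLD-1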
# Target sequence (Q17339 whole entry, looked up): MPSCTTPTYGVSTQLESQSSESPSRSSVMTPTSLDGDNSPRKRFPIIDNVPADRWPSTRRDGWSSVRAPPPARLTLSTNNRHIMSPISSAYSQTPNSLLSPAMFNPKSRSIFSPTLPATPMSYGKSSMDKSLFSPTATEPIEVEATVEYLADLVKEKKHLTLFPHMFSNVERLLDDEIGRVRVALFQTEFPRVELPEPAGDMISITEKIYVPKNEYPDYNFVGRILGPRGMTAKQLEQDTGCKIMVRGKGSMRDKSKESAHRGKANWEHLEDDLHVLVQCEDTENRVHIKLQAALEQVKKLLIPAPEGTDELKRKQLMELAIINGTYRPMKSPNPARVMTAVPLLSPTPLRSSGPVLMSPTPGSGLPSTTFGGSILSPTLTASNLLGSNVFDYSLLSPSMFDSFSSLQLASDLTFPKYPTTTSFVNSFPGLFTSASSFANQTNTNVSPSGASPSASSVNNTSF
# CIT2-GFP yeast: yeast TOR pathway CIT2-GFP modulation; S. cerevisiae CIT2-GFP strain, flow cytometry, 3 h; 100 means same as DMSO wells; GFP response vs DMSO, % at 10 µM; 320,000 tested, 0.065% active; AID 2029;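 active = GFP response relative to DMSO above a set limit, near the screen mean plus 3 SD, cut at about 150% in these data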;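 also: ratio of well median GFP fluorescence to mean of DMSO wells on the plate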
# MEX-5 binding: C. elegans MEX-5 TCR-2 RNA binding activity | Q9XUB2 | MEX-5/FITC-TCR2 RNA binding, fluorescence polarization; hits give low values | activity score (negative = inhibition of binding), % at 10 µM | 300,000 tested, 0.38% active | AID 1832;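 active = inhibition past about -25% in most replicates, and total fluorescence under double the plate's negative control median, limit read from the data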;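 also: 0% = DMSO and -100% = 5 µM competing unlabeled TCR2 RNA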
# GRK2 inh: inhibitors of human GRK2 displacing RNA aptamer; bead flow cytometry, FAM-aptamer displacement from GRK2; inhibition of aptamer binding, % at 10 µM; 330,000 tested, 0.59% active;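 active = inhibition of aptamer binding above 40%, roughly 3 SD of noise, on plates passing a quality check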;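 also: median bead fluorescence of bound FAM aptamer so fluorescent compounds give negative values; no value below 0 was filed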
# * marks the source's active call; other numbers are inactive results; x = no result given.
SMILES,Bcl-xL primary,Yeast superoxide,MCL1 BIM primary,AGP1 TOR yeast,VLA-4 inh,GLD-1 RNA inh,CIT2-GFP yeast,MEX-5 binding,GRK2 inh
COc1ccc(O)c(CN2CCN(C/C=C/c3ccccc3)CC2)c1,5,79,6,102,3,0,110,1.7,0
CN(C)CCNC(=O)Nc1ccc(Cl)c(Cl)c1,2,93,1,110,-3,5,98,0.8,0
COc1cccc2c1OC1(C)CC2NC(=O)N1Cc1ccccc1 (stereo not given),5,103,1,98,22,6,98,0.0,2
COC(=O)c1ccc(NS(=O)(=O)c2ccc3c(c2)n(C)c(=O)n3C)cc1,3,101,-2,96,-3,-8,102,2.3,x
COc1ccc(C(=O)Nc2nncs2)cc1S(=O)(=O)N1CC(c2ccccc2)CC1=O (stereo not given),8,88,3,108,-11,-1,111,0.2,6
CC(=O)Nc1c(C(=O)O)[nH]c2ccccc12,1,102,-5,106,13,4,99,-1.6,3
COc1ccc(-n2c(SCC(=O)Nc3nccs3)nnc2-c2ccoc2C)cc1,-1,95,-4,100,4,-3,96,1.3,1
Oc1c(C(Nc2nc3ccccc3s2)c2ccco2)ccc2cccnc12 (stereo not given),4,135,11,86,-20,5,83,3.4,0
CCCCc1ccc(-c2csc(/C(C#N)=C\c3ccco3)n2)cc1,-4,109,-17,99,-2,2,106,-0.8,0
COc1ccc2c(c1OC)C(=O)N(c1cccc(C)c1)C2=O,0,110,1,98,-18,0,101,0.0,2
Cc1c(O)ccc(NS(=O)(=O)c2ccccc2)c1C,0,98,-3,97,15,-1,95,-5.5,1
O=c1[nH]nc(-c2ccc(F)cc2)cc1Cc1ccc(F)cc1,-1,101,6,100,-7,0,91,1.5,12
Cc1cc(C(F)(F)F)nn1Cc1n[nH]c(=S)n1-c1ccc(F)cc1,-9,94,-7,102,5,7,101,-0.1,3
O=C(CN1CCN(Cc2ccccc2)CC1)NCc1ccccc1Cl,7,91,1,108,-6,7,107,0.3,2
CC(=O)Oc1cccc(N2C(=O)C3C(C2=O)C2C=CC3C23CC3)c1 (stereo not given),3,103,11,101,-9,-6,105,-1.9,1
CCN(CC)S(=O)(=O)c1ccc(N2CCOCC2)c(NC(=O)C(C)Oc2ccc(F)cc2)c1 (stereo not given),0,79,-6,88,-18,1,87,x,0
CNCC(O)Cn1c2c(c3ccccc31)CCCC2 (stereo not given),7,102,8,97,9,1,96,-2.0,5
O=C1OCC2=C1C(c1ccc(F)cc1)CC(=O)N2c1ccc(F)cc1 (stereo not given),2,106,-9,90,17,5,98,1.0,0
Cc1ccccc1NC(=O)CSc1nnc2ccc(-c3ccncc3)nn12,-3,105,-5,110,-5,2,109,-2.4,2
O=C(NCCN1CCOCC1)c1ccc2c(c1)N(Cc1ccccc1F)C(=O)CS2,5,99,1,105,-7,0,93,1.6,1
N#Cc1c(NC(=O)c2cnccn2)sc2c1CCCC2,27,99,13,93,-15,10,97,-3.3,0
Cc1ccc(OCCC(=O)OCC(=O)Nc2ccc3[nH]c(=O)[nH]c3c2)cc1,4,102,-1,104,12,3,105,3.3,0
O=C(NCCN1CCOC1=O)C1CCC(=O)N(CCc2ccc(Cl)cc2)C1 (stereo not given),1,95,1,101,5,0,99,0.4,6
Cc1ccc(Cn2c(=N)n(CC(=O)c3ccc([N+](=O)[O-])cc3)c3ccccc32)cc1,2,92,-6,100,0,-1,108,-6.6,0
Cc1cccc(-n2cc(-c3ccccc3)[nH]c2=S)c1,3,92,-2,97,-7,0,90,-1.9,2

# Some of the entries above, reformatted.
SMILES | Bcl-xL primary | Yeast superoxide | MCL1 BIM primary | AGP1 TOR yeast | VLA-4 inh | GLD-1 RNA inh | CIT2-GFP yeast | MEX-5 binding | GRK2 inh
N#Cc1c(NC(=O)c2cnccn2)sc2c1CCCC2 | 27 | 99 | 13 | 93 | -15 | 10 | 97 | -3.3 | 0
Cc1ccc(OCCC(=O)OCC(=O)Nc2ccc3[nH]c(=O)[nH]c3c2)cc1 | 4 | 102 | -1 | 104 | 12 | 3 | 105 | 3.3 | 0

# Following part.
SMILES,Bcl-xL primary,Yeast superoxide,MCL1 BIM primary,AGP1 TOR yeast,VLA-4 inh,GLD-1 RNA inh,CIT2-GFP yeast,MEX-5 binding,GRK2 inh
Fc1ccc(C2CCCN2Cc2nc(Cc3ccccc3)no2)cc1 (stereo not given),2,92,2,100,-4,-3,93,0.8,0
CCOC(=O)c1ccc(NC(=O)CSc2nnc(COc3ccccc3OC)n2CC)cc1,2,97,4,95,12,10,100,-2.0,5
CCC1CCc2sc(C(=O)N(C)CC(=O)Nc3cccc(OC)c3)cc2C1 (stereo not given),-2,142,0,94,23,4,100,x,2
Cc1cc2nc(C3CCCN(C(=S)Nc4ccccc4)C3)[nH]c2cc1C (stereo not given),5,105,12,99,23,-6,101,1.8,0
O=S(=O)(Nc1nc2ccccc2nc1Nc1ccc2c(c1)OCO2)c1ccc(F)cc1,8,91,12,104,8,-1,111,-4.3,2
COc1ccc(-c2cccc(NS(=O)(=O)c3cccc([N+](=O)[O-])c3)c2)nn1,7,110,8,119,-4,-3,108,-2.0,0
CNC(=O)COc1ccc(S(=O)(=O)N2CCCC2)cc1,6,98,6,103,4,0,104,-2.2,8
Cc1ccc(C2CC(=O)NC(SCC(=O)OCc3ccccc3)=C2C#N)o1 (stereo not given),7,104,3,109,-7,3,110,-3.5,8
O=c1oc2cc(O)ccc2cc1-c1ccc(F)cc1,1,110,-7,86,8,0,96,-0.6,0
COc1cccc(C2c3c(oc4ccccc4c3=O)C(=O)N2Cc2ccco2)c1 (stereo not given),-3,96,-10,93,13,-5,95,-48*,3
O=C(Oc1ccc2c3c(c(=O)oc2c1)CCCC3)c1cccs1,2,90,-3,90,22,4,90,3.5,3
CCC(C)NC(=O)Cc1c(OC)ccc2cc(Br)ccc12 (stereo not given),4,104,-2,104,8,4,99,-0.8,0
COc1ccc(C(=O)Oc2ccc(C(=S)N3CCCC3)cc2)cc1OC,9,114,12,103,-2,11,103,0.2,0
COc1ccccc1-c1ccc(NC2CCCC2)nn1,0,86,2,x,1,-2,95,1.1,6
Cn1c(SCC(=O)N2CCCC2=O)nnc1-c1ccccc1F,4,99,9,111,15,-2,109,6.7,0
C[C@H](O)Cc1cc2ccccc2c(=O)o1,x,90,x,89,11,4,85,x,0
CC(=O)c1cc2c(cc1NC(=O)CCc1c(C)nc3ncnn3c1C)OCO2,0,90,-3,113,37,-6,103,x,0
Cc1cc(C(=O)CSc2nnc(-c3cccnc3)n2-c2ccccc2)c(C)n1CC1CCCO1 (stereo not given),3,110,-3,105,-1,0,99,0.8,3
O=C(O)CCNC(=O)COc1ccc2c3c(c(=O)oc2c1)CCCC3,x,89,x,97,23,x,102,1.3,1
O=C(Nc1ccc(N2CCOCC2)c(Cl)c1)c1c(F)c(F)c(F)c(F)c1F,2,116,0,100,3,0,104,-0.9,0
CCOC(=O)c1cccc(NC(=S)NCc2ccc(C)cc2)c1,3,96,4,88,2,2,89,0.2,4
COc1ccccc1NC(=O)Nc1nc(CC(=O)NC2CCCC2)cs1,1,91,1,96,-6,3,101,-0.9,0
Cn1cnnc1Sc1ccc(/C=C(\CCC(=O)O)c2nc3ccccc3s2)cc1[N+](=O)[O-],5,118,2,98,13,1,93,-4.1,0
CC(C)C[C@H](NC(=O)[C@H](Cc1ccccc1)n1c(=O)[nH]c2ccccc2c1=O)C(=O)N1CCC[C@H]1C(=O)O,1,83,5,104,-34,2,104,0.4,0
CC(=O)N1CCN(C(=O)c2cc(C)oc2C)CC1,x,112,x,94,-1,-1,84,x,0

# Taken from above.
# GLD-1 RNA inh with CCOC(=O)c1ccc(NC(=O)CSc2nnc(COc3ccccc3OC)n2CC)cc1 : 10
# Bcl-xL primary with COc1ccc(C(=O)Oc2ccc(C(=S)N3CCCC3)cc2)cc1OC : 9

# More structures:
SMILES,Bcl-xL primary,Yeast superoxide,MCL1 BIM primary,AGP1 TOR yeast,VLA-4 inh,GLD-1 RNA inh,CIT2-GFP yeast,MEX-5 binding,GRK2 inh
NC(=O)CCc1c[nH]c2ccccc12,-2,93,6,104,-11,4,110,-3.1,0
COc1ccc(NC(=O)CSc2nc3ccccc3c(=O)n2CCNC(C)=O)cc1,1,98,-3,106,-14,3,103,0.4,1
Nc1[nH]ncc1N=Nc1ccc(Cl)cc1,2,110,2,98,3,-3,93,2.3,0
COc1ccccc1C1CCN(Cc2ccc(Cl)cc2Cl)CC1,-3,83,-14,90,-3,-3,86,0.0,0
Cc1ccc(-c2cc(=O)[nH]c3ccccc23)cc1,-3,124,-2,106,20,-1,89,0.5,2
Cc1ccccc1Cn1nnc(-c2ccc(F)cc2)n1,-2,116,-6,89,-7,-7,92,1.4,2
Cc1ncc(/C=C2\C(=O)Nc3ccccc32)[nH]1,2,114,-8,110,-13,-3,110,-40*,0
NS(=O)(=O)c1ccc(NC(=O)COC(=O)c2ccc([N+](=O)[O-])s2)cc1,-6,112,2,102,-2,4,108,3.5,8
CC(=O)c1cccn1S(=O)(=O)c1ccccc1,3,100,5,99,x,0,105,0.6,1
CCOc1ccccc1NC(=O)NC1(C(=O)NCc2cccnc2)CCCCC1,-1,98,0,96,7,3,101,-1.5,0
O=C(CCN1CCOCC1)Nc1ccccc1,5,94,-4,100,-9,-4,98,-3.2,2
COc1ccc(S(=O)(=O)N2CCN(C(=O)c3oc4ccccc4c3C)CC2)cc1,8,98,6,92,-2,2,90,0.3,6
Cc1ccc(-n2nnnc2SCC(=O)N2CCCCC2)cc1,-3,92,-2,102,14,2,99,0.8,0
Cc1csc(Sc2ccc([N+](=O)[O-])cc2C(=O)OCC(=O)NC2CCCC(C)C2C)n1 (stereo not given),-7,118,-2,105,2,12,97,-0.4,0
CCn1c(SCC(=O)Nc2cc(C)on2)nnc1-c1c[nH]c2ccccc12,-7,92,-13,84,-20,5,83,-2.5,6

# Compounds from the list above that contain fluorine, in the order listed:
SMILES,Bcl-xL primary,Yeast superoxide,MCL1 BIM primary,AGP1 TOR yeast,VLA-4 inh,GLD-1 RNA inh,CIT2-GFP yeast,MEX-5 binding,GRK2 inh
O=c1[nH]nc(-c2ccc(F)cc2)cc1Cc1ccc(F)cc1,-1,101,6,100,-7,0,91,1.5,12
Cc1cc(C(F)(F)F)nn1Cc1n[nH]c(=S)n1-c1ccc(F)cc1,-9,94,-7,102,5,7,101,-0.1,3
CCN(CC)S(=O)(=O)c1ccc(N2CCOCC2)c(NC(=O)C(C)Oc2ccc(F)cc2)c1 (stereo not given),0,79,-6,88,-18,1,87,x,0
O=C1OCC2=C1C(c1ccc(F)cc1)CC(=O)N2c1ccc(F)cc1 (stereo not given),2,106,-9,90,17,5,98,1.0,0
O=C(NCCN1CCOCC1)c1ccc2c(c1)N(Cc1ccccc1F)C(=O)CS2,5,99,1,105,-7,0,93,1.6,1
Fc1ccc(C2CCCN2Cc2nc(Cc3ccccc3)no2)cc1 (stereo not given),2,92,2,100,-4,-3,93,0.8,0
O=S(=O)(Nc1nc2ccccc2nc1Nc1ccc2c(c1)OCO2)c1ccc(F)cc1,8,91,12,104,8,-1,111,-4.3,2
O=c1oc2cc(O)ccc2cc1-c1ccc(F)cc1,1,110,-7,86,8,0,96,-0.6,0
Cn1c(SCC(=O)N2CCCC2=O)nnc1-c1ccccc1F,4,99,9,111,15,-2,109,6.7,0
O=C(Nc1ccc(N2CCOCC2)c(Cl)c1)c1c(F)c(F)c(F)c(F)c1F,2,116,0,100,3,0,104,-0.9,0
Cc1ccccc1Cn1nnc(-c2ccc(F)cc2)n1,-2,116,-6,89,-7,-7,92,1.4,2
